V-ATPase pHluor: regulators of yeast V-ATPase proton transport; S. cerevisiae, pHLuorin cytosolic pH fluorescence; response, % at 10 µM; 350,000 tested, 0.37% active; AID 504577; in the data active means response mostly above about 7.3%, no sharp cut-off; inactive means mostly below about 5.4%; further: actives read high; inactives centre near 0; some compounds called inactive have numbers as strong as hits; reference of the scale not given here
HTR5A ag: activates human HTR5A in OPRM1-OPRD1 agonist counter-screen; P47898; 340,000 tested, 0.61% active; HTR5A agonist assay, luminescence, cell-based; activation, % at 9.3 µM; AID 504692; in the data active means activation mostly above about 9.5%, no sharp cut-off; inactive means mostly below about 7.6%;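 further: 0% = cells with vehicle only and 100% = reference agonist; strong numbers were not always called active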
Target sequence (P47898 whole entry, looked up): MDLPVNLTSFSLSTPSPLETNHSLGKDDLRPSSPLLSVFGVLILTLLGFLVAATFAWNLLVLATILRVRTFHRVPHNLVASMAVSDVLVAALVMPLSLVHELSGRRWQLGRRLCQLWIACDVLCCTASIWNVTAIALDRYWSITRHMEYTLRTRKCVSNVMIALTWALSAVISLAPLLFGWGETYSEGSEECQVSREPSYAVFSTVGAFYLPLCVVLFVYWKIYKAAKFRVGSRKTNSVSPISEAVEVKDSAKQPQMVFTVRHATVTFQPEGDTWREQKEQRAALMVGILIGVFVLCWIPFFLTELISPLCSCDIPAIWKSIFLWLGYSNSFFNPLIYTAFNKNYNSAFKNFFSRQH
Keap1-Nrf2 PPI: Keap1-Nrf2 (human) interaction inhibition. Q14145. Keap1 Kelch-Nrf2 peptide fluorescence polarization, 1536-well. inhibition, % at 9.4 µM. 340,000 tested, 0.15% active; in the data active means inhibition above about 12%;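 further: human Keap1 Kelch domain with fluorescein labeled Nrf2 9mer peptide probe; 0% = neutral control wells and 100% = peptide positive control; higher means more block of Keap1 binding to Nrf2 peptide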
Target sequence (Q14145 whole entry, looked up, the tested form may be a part): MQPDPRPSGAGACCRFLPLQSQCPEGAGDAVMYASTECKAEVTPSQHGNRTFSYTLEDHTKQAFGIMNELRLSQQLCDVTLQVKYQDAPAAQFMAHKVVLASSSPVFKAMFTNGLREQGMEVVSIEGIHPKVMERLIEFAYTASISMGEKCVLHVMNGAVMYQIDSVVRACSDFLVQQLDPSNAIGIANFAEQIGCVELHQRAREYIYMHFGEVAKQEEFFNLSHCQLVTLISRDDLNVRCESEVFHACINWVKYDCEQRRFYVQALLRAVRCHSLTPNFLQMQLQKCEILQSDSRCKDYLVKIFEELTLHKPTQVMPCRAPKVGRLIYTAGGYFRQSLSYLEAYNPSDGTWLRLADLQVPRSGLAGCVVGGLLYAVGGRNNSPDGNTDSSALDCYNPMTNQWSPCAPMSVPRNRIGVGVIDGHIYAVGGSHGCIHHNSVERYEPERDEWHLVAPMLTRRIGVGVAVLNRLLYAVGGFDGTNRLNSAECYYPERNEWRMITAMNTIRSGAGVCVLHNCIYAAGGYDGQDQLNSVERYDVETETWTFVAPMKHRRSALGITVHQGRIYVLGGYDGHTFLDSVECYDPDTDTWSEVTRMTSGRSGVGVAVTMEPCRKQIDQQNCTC
RTF Ca sens inh: cardiac RTF calcium desensitization. 340,000 tested, 0.12% active. AID 493244. P19429+P45379. IANBD-labeled cardiac RTF, Ca2+ fluorescence. inhibition, % at 7.15 µM;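 active means inhibition above the mean inhibition of all tested compounds plus 3 SD, cut at about 17% in these data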;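 further: assay run at fixed EC70 calcium of 1.6 mM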
OPRM1-OPRD1 inv: inverse agonists of human mu-delta opioid receptor heterodimerization; inhibition, % at 9.3 µM; cell-based MOR-DOR heterodimer luminescence, inverse agonism; 340,000 tested, 0.21% active; AID 504357; in the data active means inhibition above about 22%, passing the limit was not always enough;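 further: 0% = cells with DMSO and 100% = wells without cells with DMSO; values of inactives mirror those of a sister screen read the other way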
CAL PDZ FP: CAL PDZ (human) peptide binding inhibition; inhibition, % at 24.9 µM; purified CAL PDZ, TMR-peptide fluorescence polarization, 1 h; Q9HD26; 300,000 tested, 0.92% active;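 active means mean inhibition of at least 30% with at least half of replicates also reaching 30%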;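 further: 0% = DMSO neutral control and 100% = excess unlabeled competitor peptide PRC23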
HTR5A inv ctr: inverse agonist of human HTR5A in OPRM1-OPRD1 counter-screen | HTR5A cell line, luminescence, inverse agonism | 340,000 tested, 0.083% active | AID 504634 | P47898 | inhibition, % at 9.3 µM; in the data active means inhibition mostly above about 23%, no sharp cut-off; inactive means mostly below about 18%;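 further: 0% = cells with DMSO and 100% = no-cell wells with DMSO; some compounds called inactive have numbers as strong as hits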
LANA DNA inh: inhibitors of KSHV LANA C-terminal domain DNA binding; MBP-C-LANA/FAM-LBS DNA binding, fluorescence polarization; inhibition, % at 9 µM; 340,000 tested, 0.078% active; AID 504423;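 active means highest replicate inhibition at or above 60% at 9 µM, even if other replicates fall short; inactive means all replicates below 60% inhibition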;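 further: 0% = neutral control wells and 100% = 4 µM acridine orange control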
cardiac RTF act: increases calcium sensitivity of human cardiac regulated thin filaments | 340,000 tested, 0.24% active | IANBD-labeled TnC RTF fluorescence at EC20 calcium; 0% EC20 calcium, 100% full calcium | P19429+P45379 | activation, % at 7.2 µM;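 active means activation above the mean over all tested compounds plus 3 SD, cut at about 30% in these data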;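 further: rise in fluorescence read as greater calcium sensitivity of cardiac thin filaments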
OPRM1-OPRD1 ag: agonists of human mu-delta opioid receptor heterodimerization; P35372+P41143; cells, OPRM1-OPRD1 heterodimerization, luminescence; activation, % at 9.3 µM; 340,000 tested, 0.3% active; in the data active means activation above about 18%;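 further: 0% = vehicle-treated cells and 100% = reference agonist; values of inactives mirror those of a sister screen read the other way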
An asterisk follows results filed as active.

COC(=O)CCN(c1ccccc1)S(=O)(=O)c1ccc(OC)cc1 was read as V-ATPase pHluor -2, HTR5A ag -2, Keap1-Nrf2 PPI 4, RTF Ca sens inh -2, OPRM1-OPRD1 inv 15, CAL PDZ FP 9, HTR5A inv ctr 7, LANA DNA inh -0.2, cardiac RTF act 3 and OPRM1-OPRD1 ag -2.6.
For CCOC(=O)N1CCN(c2c(N3CCC(N4CCCCC4)CC3)c(=O)c2=O)CC1 the results were V-ATPase pHluor -1, HTR5A ag 9, Keap1-Nrf2 PPI -2, RTF Ca sens inh -9, OPRM1-OPRD1 inv -1, CAL PDZ FP -8, HTR5A inv ctr -26, LANA DNA inh 0.4, cardiac RTF act 8 and OPRM1-OPRD1 ag 0.2.
For Cc1ccc(NC(=S)NCc2cccn2C)cc1 the results were V-ATPase pHluor 1, HTR5A ag -5, Keap1-Nrf2 PPI 1, RTF Ca sens inh -18, OPRM1-OPRD1 inv -2, CAL PDZ FP -1, HTR5A inv ctr -14, LANA DNA inh -2.5, cardiac RTF act 4 and OPRM1-OPRD1 ag 0.4.
Screening COc1ccccc1-c1cn[nH]c1-c1ccc(OCc2ccccc2)cc1O returned V-ATPase pHluor 3, HTR5A ag 12*, Keap1-Nrf2 PPI -2, RTF Ca sens inh 7, OPRM1-OPRD1 inv -58, CAL PDZ FP 1, HTR5A inv ctr -38, LANA DNA inh 0.5, cardiac RTF act -1 and OPRM1-OPRD1 ag 11.
For CC(C)(C)c1cc(=O)n2[nH]c(N)nc2n1 the results were V-ATPase pHluor -1, HTR5A ag 1, Keap1-Nrf2 PPI -7, RTF Ca sens inh -5, OPRM1-OPRD1 inv 11, CAL PDZ FP -2, HTR5A inv ctr -3, LANA DNA inh -1.4, cardiac RTF act 1 and OPRM1-OPRD1 ag -1.9.
For Cc1cc(NC(=O)CCC(=O)N(Cc2cccs2)C(C(=O)NC2CCCC2)c2cccnc2)no1 (stereo unspecified) the results were V-ATPase pHluor -4, HTR5A ag 2, Keap1-Nrf2 PPI -5, RTF Ca sens inh 7, OPRM1-OPRD1 inv -2, CAL PDZ FP -3, HTR5A inv ctr -16, LANA DNA inh -0.2, cardiac RTF act 8 and OPRM1-OPRD1 ag 0.3.
Screening COc1ccc(-c2ncccc2OC(=O)C23CC4CC(CC(C4)C2)C3)cc1 returned V-ATPase pHluor 3, HTR5A ag 1, Keap1-Nrf2 PPI -1, RTF Ca sens inh -10, OPRM1-OPRD1 inv -9, HTR5A inv ctr -18, LANA DNA inh -0.9, cardiac RTF act -9 and OPRM1-OPRD1 ag 1.7.
CCOC(=O)C(C)n1cnc2sc(C)c(C)c2c1=O (stereo unspecified) was read as V-ATPase pHluor 1, HTR5A ag 1, Keap1-Nrf2 PPI -4, RTF Ca sens inh 4, OPRM1-OPRD1 inv -9, CAL PDZ FP -4, HTR5A inv ctr 18, LANA DNA inh 0.1, cardiac RTF act -8 and OPRM1-OPRD1 ag 1.7.
Screening CC(C)(C)c1cc(C(=O)N2CCN(c3ncccn3)CC2)ccn1 returned V-ATPase pHluor -1, HTR5A ag 1, Keap1-Nrf2 PPI -1, RTF Ca sens inh 0, OPRM1-OPRD1 inv 8, CAL PDZ FP -1, HTR5A inv ctr 9, LANA DNA inh -1.0, cardiac RTF act -2 and OPRM1-OPRD1 ag -1.6.
`CC1CCc2sc3c(c2C1)c(=O)n(CC(=O)O)c(=O)n3Cc1ccc(Cl)cc1` (stereo unspecified) gave V-ATPase pHluor 0, HTR5A ag 2, Keap1-Nrf2 PPI -6, RTF Ca sens inh 3, OPRM1-OPRD1 inv 14, CAL PDZ FP -6, HTR5A inv ctr -7, LANA DNA inh 0.6, cardiac RTF act -6 and OPRM1-OPRD1 ag -2.9.
Cc1nnc(SCCn2c(N3CCCCC3)nc3c2c(=O)n(C)c(=O)n3C)s1 was read as V-ATPase pHluor 1, HTR5A ag 0, Keap1-Nrf2 PPI -1, RTF Ca sens inh -6, OPRM1-OPRD1 inv 16, CAL PDZ FP -7, HTR5A inv ctr -10, LANA DNA inh -1.3, cardiac RTF act -1 and OPRM1-OPRD1 ag -2.7.
Screening COc1ccc(C2CC(c3cccc(C(F)(F)F)c3)=NN2c2ccc(S(N)(=O)=O)cc2)cc1 (stereo unspecified) returned V-ATPase pHluor 2, HTR5A ag 5, Keap1-Nrf2 PPI -5, RTF Ca sens inh -2, OPRM1-OPRD1 inv -8, CAL PDZ FP -3, HTR5A inv ctr -18, LANA DNA inh 0.5, cardiac RTF act -2 and OPRM1-OPRD1 ag 1.7.
`O=C(NCc1n[nH]c(=S)n1-c1ccc(Cl)c(Cl)c1)c1cccs1` gave V-ATPase pHluor 0, HTR5A ag -5, Keap1-Nrf2 PPI -1, RTF Ca sens inh -7, OPRM1-OPRD1 inv 10, CAL PDZ FP -1, HTR5A inv ctr 12, LANA DNA inh -2.1, cardiac RTF act 1 and OPRM1-OPRD1 ag -2.0.
Screening CCNC(=O)c1ccc(=O)n(Cc2ccc(Cl)cc2Cl)c1 returned V-ATPase pHluor 3, HTR5A ag 4, Keap1-Nrf2 PPI 2, RTF Ca sens inh -1, OPRM1-OPRD1 inv 11, CAL PDZ FP -7, HTR5A inv ctr -4, LANA DNA inh 0.5, cardiac RTF act 3 and OPRM1-OPRD1 ag -2.1.
Screening Cc1nc2ccccn2c1C(=O)NC1CCCC1 returned V-ATPase pHluor 1, HTR5A ag -4, Keap1-Nrf2 PPI -5, RTF Ca sens inh -7, OPRM1-OPRD1 inv -2, CAL PDZ FP -2, HTR5A inv ctr 9, LANA DNA inh -0.4, cardiac RTF act 2 and OPRM1-OPRD1 ag 0.4.
Screening O=C(COC(=O)CNS(=O)(=O)c1ccccc1)Nc1ccc(Cl)cn1 returned V-ATPase pHluor 2, HTR5A ag 1, Keap1-Nrf2 PPI 4, RTF Ca sens inh 1, OPRM1-OPRD1 inv 13, CAL PDZ FP -2, HTR5A inv ctr -3, LANA DNA inh 2.1, cardiac RTF act 0 and OPRM1-OPRD1 ag -2.5.
Screening COc1ccc(/C=C/c2nc(-c3ccccc3O)n[nH]2)cc1 returned V-ATPase pHluor -2, HTR5A ag 8, Keap1-Nrf2 PPI 5, RTF Ca sens inh 8, OPRM1-OPRD1 inv -28, CAL PDZ FP -1, HTR5A inv ctr 28, LANA DNA inh 1.0, cardiac RTF act 0 and OPRM1-OPRD1 ag 5.7.
Cc1ccc([C@@H]2CC=C(C(=O)O)[C@H](c3ccc(F)cc3)N2S(=O)(=O)c2ccc(C)cc2)cc1 was read as V-ATPase pHluor -5, HTR5A ag 1, Keap1-Nrf2 PPI 4, RTF Ca sens inh -46, OPRM1-OPRD1 inv 9, CAL PDZ FP -3, HTR5A inv ctr -36, LANA DNA inh 0.0, cardiac RTF act 1 and OPRM1-OPRD1 ag -1.5.
For O=C(CN1C(=O)NC(Cc2ccccc2)C1=O)NC(=O)NC1CCCCC1 (stereo unspecified) the results were V-ATPase pHluor 0, HTR5A ag 4, Keap1-Nrf2 PPI 0, RTF Ca sens inh 3, OPRM1-OPRD1 inv 3, CAL PDZ FP -3, HTR5A inv ctr -4, LANA DNA inh 1.3, cardiac RTF act 2 and OPRM1-OPRD1 ag -0.5.
`COC(=O)c1ccccc1OCCCOc1ccc(C=O)cc1OC` gave V-ATPase pHluor 2, HTR5A ag 1, Keap1-Nrf2 PPI -6, RTF Ca sens inh -5, OPRM1-OPRD1 inv 15, CAL PDZ FP -1, HTR5A inv ctr 20, LANA DNA inh -0.2, cardiac RTF act 13 and OPRM1-OPRD1 ag -3.4.
`CCCCCOC(=O)c1ccc(OC(=O)c2cncc(Br)c2)cc1` gave V-ATPase pHluor 2, HTR5A ag -5, Keap1-Nrf2 PPI -3, RTF Ca sens inh -1, OPRM1-OPRD1 inv -8, CAL PDZ FP -4, HTR5A inv ctr 12, LANA DNA inh -3.3, cardiac RTF act 7 and OPRM1-OPRD1 ag 1.4.
`Cc1ccc(C2C(C(=O)c3ccco3)=C(O)C(=O)N2c2nnc(C)s2)cc1` (stereo unspecified) gave V-ATPase pHluor 2, HTR5A ag 0, Keap1-Nrf2 PPI -5, RTF Ca sens inh -8, OPRM1-OPRD1 inv 14, CAL PDZ FP 4, HTR5A inv ctr -3, LANA DNA inh 2.3, cardiac RTF act 1 and OPRM1-OPRD1 ag -2.2.
For CC(C)(C)C(=O)Nc1nnc(SCC(=O)NCc2ccco2)s1 the results were V-ATPase pHluor -4, HTR5A ag -2, Keap1-Nrf2 PPI -1, RTF Ca sens inh -10, OPRM1-OPRD1 inv -2, CAL PDZ FP -1, HTR5A inv ctr 16, LANA DNA inh -2.6, cardiac RTF act 2 and OPRM1-OPRD1 ag 0.3.
For CCOC(=O)C(=O)Nc1cc(Cl)ccc1C the results were V-ATPase pHluor 3, HTR5A ag -2, Keap1-Nrf2 PPI 3, RTF Ca sens inh -13, OPRM1-OPRD1 inv 5, CAL PDZ FP -1, HTR5A inv ctr -14, LANA DNA inh 1.0, cardiac RTF act -4 and OPRM1-OPRD1 ag -0.8.
For CSc1nc2sc3c(c2c2nnnn12)CCCC3 the results were V-ATPase pHluor 6, HTR5A ag 3, Keap1-Nrf2 PPI 0, RTF Ca sens inh 1, OPRM1-OPRD1 inv 6, CAL PDZ FP -5, HTR5A inv ctr 0, LANA DNA inh 0.5, cardiac RTF act 3 and OPRM1-OPRD1 ag -1.0.
O=c1[nH]c2ccccc2n1Cc1ccccc1 was read as V-ATPase pHluor 2, HTR5A ag 6, Keap1-Nrf2 PPI -3, RTF Ca sens inh -5, OPRM1-OPRD1 inv 13, HTR5A inv ctr -16, LANA DNA inh -1.0, cardiac RTF act -2 and OPRM1-OPRD1 ag -2.5.
For CCN1CCN(Cc2ccc(OC)c(OCc3ccccc3)c2)CC1 the results were V-ATPase pHluor 0, HTR5A ag 0, Keap1-Nrf2 PPI 0, RTF Ca sens inh -3, OPRM1-OPRD1 inv 10, HTR5A inv ctr -6, LANA DNA inh -1.5, cardiac RTF act -2 and OPRM1-OPRD1 ag -1.8.
`Cc1ccc(-n2nnc3ccccc3c2=O)cc1C` gave V-ATPase pHluor -2, HTR5A ag 5, Keap1-Nrf2 PPI 0, RTF Ca sens inh 1, OPRM1-OPRD1 inv 14, HTR5A inv ctr 15, LANA DNA inh -0.2, cardiac RTF act -1 and OPRM1-OPRD1 ag -3.4.
C=CCn1c(COc2ccc(F)cc2)nnc1SCC(=O)Nc1cccc(S(N)(=O)=O)c1 was read as V-ATPase pHluor -2, Keap1-Nrf2 PPI 2, CAL PDZ FP 2 and LANA DNA inh 0.1.
Screening COc1cc2c(cc1OC)C1=C(C#N)CC/C(=N\S(=O)(=O)c3cccc(Cl)c3)N1CC2 returned V-ATPase pHluor -1, HTR5A ag -3, Keap1-Nrf2 PPI -3, RTF Ca sens inh -1, OPRM1-OPRD1 inv 23, HTR5A inv ctr -5, LANA DNA inh -0.3, cardiac RTF act 1 and OPRM1-OPRD1 ag -5.2.
